Screening data as filed in PubChem BioAssay.
M. tuberculosis HTS – M. tuberculosis growth inhibition, HTS (AID 449762) | M. tuberculosis H37Rv growth inhibition, 7H9 media; higher % means a stronger effect | one-dose inhibition, % at 25 µM; IC50 in µM for titrated hits | hit rate 0.59% among 330,000; in the data active = a potency from the dose series;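 note: bacterial growth assessed after seven days of incubation; strong numbers were not always called active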
tuberculosis growth – growth inhibition of non-replicating M. tuberculosis (AID 488890); Mycobacterium tuberculosis non-replicating, growth inhibition; higher % means a stronger effect; inhibition, % at 25 µM, or IC50 in µM where a hit was titrated; hit rate 0.39% among 320,000; in the data active = a potency from the dose series;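 note: plate controls were DMSO cells for no effect and high antibiotic wells for full effect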
VEEV TC-83 Vero – inhibitors of VEEV TC-83 cytopathic effect, confirmation, Vero cells (AID 588727) | inhibition, % at 20 µM, or IC50 in µM where a hit was titrated | hit rate 0.13% among 350,000 | Vero cells, VEEV TC-83 cytopathic effect inhibition; higher % means a stronger effect; in the data active = a potency from the dose series; note: strong numbers were not always called active
influenza NS1A – H1N1 influenza NS1A inhibitors, functional cell based assay (AID 504329); NS1A functional cell-based assay, percent inhibition; higher % means a stronger effect; inhibition, % at 12.5 µM; hits with a dose series show IC50 in µM; hit rate 0.3% among 340,000; in the data active = a potency from the dose series; note: strong numbers were not always called active
PhoP GFP inhibition – Inhibition of PhoP regulon, Salmonella typhi GFP reporter cells, confirmation, 4 h (AID 1850); Salmonella Typhi PhoP-promoter GFP reporter, fluorescence, 4 h; higher % means a stronger effect; inhibition, % at 50 µM, or IC50 in µM where a hit was titrated; hit rate 0.33% among 310,000; in the data active = a potency from the dose series;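 note: 0% = induced wells with vehicle and 100% = uninduced wells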
Active calls of the source: *; i = inactive; · = no result given.

SMILES	M. tuberculosis HTS	tuberculosis growth	VEEV TC-83 Vero	influenza NS1A	PhoP GFP inhibition
COc1ccc(/C=N/N(CCC(=O)NC(C)(C)C)C2=NS(=O)(=O)c3ccccc32)cc1	3%	-4%	11%	11%	-7%
CC(NC(=O)C1CCN(C(=O)[C@@H]2Cc3ccccc3CN2C(=O)OC(C)(C)C)CC1)c1ccccc1 (some centres not stated)	3%	12%	1.7%	-6%	9%
Cc1csc(NC(=O)c2cc3c(s2)CCCC3)n1	0%	57%	6.3%	7%	-4%
CN(C)/N=C/c1cn(-c2ccccc2)nc1-c1cccnc1	1%	-1%	1.1%	7%	3%
O=C(NNC(=O)c1cccc(Br)c1)C(=O)N1CCCCC1	-1%	24%	0.1%	2%	-5%
Cc1ccc(NS(=O)(=O)c2ccc(C(=O)N3CCN(S(=O)(=O)c4ccccc4)CC3)cc2)cc1	69%	21%	6.3%	5%	1%
CCOc1ccc(CCNC(=O)C(CC)n2nc(C)n3c(cc4sccc43)c2=O)cc1OCC (configuration not stated)	4%	27%	i	2%	17%
NS(=O)(=O)c1cccc(NC(=O)CSc2nnc(C3CC3)n2C2CC2)c1	2%	-5%	0.7%	-4%	·
CCC(C)n1c(SCC(=O)/C(C#N)=C(\C)N)nc2ccccc2c1=O (configuration not stated)	5%	-1%	0.5%	-3%	0%
COc1ccc(-c2cc(C(F)F)n3ncc(C(=O)Nc4cccc(S(=O)(=O)N5CCOCC5)c4)c3n2)cc1	-4%	0%	9.4%	-12%	2%

Quoted at random: two compounds from above, in no set order.
SMILES	M. tuberculosis HTS	tuberculosis growth	VEEV TC-83 Vero	influenza NS1A	PhoP GFP inhibition
CN(C)/N=C/c1cn(-c2ccccc2)nc1-c1cccnc1	1%	-1%	1.1%	7%	3%
CCOc1ccc(CCNC(=O)C(CC)n2nc(C)n3c(cc4sccc43)c2=O)cc1OCC (configuration not stated)	4%	27%	i	2%	17%

The list continues:
SMILES	M. tuberculosis HTS	tuberculosis growth	VEEV TC-83 Vero	influenza NS1A	PhoP GFP inhibition
COc1ccc(C(=O)/C(C#N)=N/Nc2cccc([N+](=O)[O-])c2)cc1	·	·	1.7%	12%	·
C=CCn1c(N)cc(=O)nc1SCC(=O)Nc1ccc(C(=O)OC)cc1	-16%	9%	0.8%	-8%	-9%
COc1ccc(-n2c3c(cc(C(=O)NNc4ccccc4C)c2=O)C(=O)CC(C)(C)C3)cc1	7%	12%	1.6%	-2%	-2%
CC(C)(C)c1ccc(-c2noc(-c3ccc4c(c3)CCO4)n2)cc1	17%	29%	8.6%	-6%	2%
Nc1ccc(C(=O)Nc2ccccc2C(=O)O)cc1	2%	3%	5.0%	1%	10%
O=C(COc1cccc2c1CCN(Cc1ccccc1)C2=O)N1CCCCC1	5%	11%	0.3%	-4%	-4%
COc1ccccc1NC(=O)CCC(=O)OCC(=O)c1ccc(C)c([N+](=O)[O-])c1	-2%	4%	1.6%	-12%	-7%
CCCCN1C(=S)NC[C@@H]1Cc1cccc2ccccc12	-2%	20%	i	-3%	-6%
NC(=O)CN1CCOCCOCCN(CC(N)=O)CCOCC1	-1%	-13%	i	-10%	13%
Cc1cc(/C=C2/SC(=O)N(CC(=O)N3CCCC3)C2=O)c(C)n1C	3%	-11%	3.1%	1%	7%
COc1ccc(CNC(=O)CCn2cccc2)cc1	5%	51%	4.8%	5%	-7%
CNC(=S)Nc1cccc(C(=O)OC)c1	-2%	18%	0.8%	·	0%
CN(CC(O)CON=C1c2ccccc2-c2ccccc21)S(=O)(=O)c1ccc(Br)cc1 (configuration not stated)	1%	20%	3.7%	5%	0%
Cc1ccc(OCc2ccc(C(=O)NCC3CCCO3)cc2)cc1C (configuration not stated)	6%	43%	9.7%	-7%	·
CCn1cc(C(=O)NCC(OC)OC)c(=O)c2cc(S(=O)(=O)N3CCCC3)ccc21	9%	-6%	0.7%	0%	1%
N#CC(=C(O)COC(=O)c1ccc2c(c1)OCCO2)c1nc2ccccc2[nH]1	·	·	10%	2%	·
COc1ccc(NC(=S)N/N=C/c2cccn2Cc2ccccc2F)cc1	-2%	-23%	0.5%	1%	-6%

Filtered by structure, those above with sulfur (14)
SMILES	M. tuberculosis HTS	tuberculosis growth	VEEV TC-83 Vero	influenza NS1A	PhoP GFP inhibition
COc1ccc(/C=N/N(CCC(=O)NC(C)(C)C)C2=NS(=O)(=O)c3ccccc32)cc1	3%	-4%	11%	11%	-7%
Cc1csc(NC(=O)c2cc3c(s2)CCCC3)n1	0%	57%	6.3%	7%	-4%
Cc1ccc(NS(=O)(=O)c2ccc(C(=O)N3CCN(S(=O)(=O)c4ccccc4)CC3)cc2)cc1	69%	21%	6.3%	5%	1%
CCOc1ccc(CCNC(=O)C(CC)n2nc(C)n3c(cc4sccc43)c2=O)cc1OCC (configuration not stated)	4%	27%	i	2%	17%
NS(=O)(=O)c1cccc(NC(=O)CSc2nnc(C3CC3)n2C2CC2)c1	2%	-5%	0.7%	-4%	·
CCC(C)n1c(SCC(=O)/C(C#N)=C(\C)N)nc2ccccc2c1=O (configuration not stated)	5%	-1%	0.5%	-3%	0%
COc1ccc(-c2cc(C(F)F)n3ncc(C(=O)Nc4cccc(S(=O)(=O)N5CCOCC5)c4)c3n2)cc1	-4%	0%	9.4%	-12%	2%
C=CCn1c(N)cc(=O)nc1SCC(=O)Nc1ccc(C(=O)OC)cc1	-16%	9%	0.8%	-8%	-9%
CCCCN1C(=S)NC[C@@H]1Cc1cccc2ccccc12	-2%	20%	i	-3%	-6%
Cc1cc(/C=C2/SC(=O)N(CC(=O)N3CCCC3)C2=O)c(C)n1C	3%	-11%	3.1%	1%	7%
CNC(=S)Nc1cccc(C(=O)OC)c1	-2%	18%	0.8%	·	0%
CN(CC(O)CON=C1c2ccccc2-c2ccccc21)S(=O)(=O)c1ccc(Br)cc1 (configuration not stated)	1%	20%	3.7%	5%	0%
CCn1cc(C(=O)NCC(OC)OC)c(=O)c2cc(S(=O)(=O)N3CCCC3)ccc21	9%	-6%	0.7%	0%	1%
COc1ccc(NC(=S)N/N=C/c2cccn2Cc2ccccc2F)cc1	-2%	-23%	0.5%	1%	-6%
